GLS inhibitor: blocks human kidney-isoform glutaminase activity; O94925; 410,000 compounds, 0.21% hits; GLS enzymatic activity, qHTS titration; Potency, µM (titrated, usually from 45.5 µM), for the others: at the top dose activity change, negative = inhibition, most hits filed as inhibitors; also: potency is read from the fitted curve at half-maximal effect; % is scaled to controls: 0 for no effect and ±100 for the full control effect
Target sequence (O94925 whole entry, looked up, canonical isoform): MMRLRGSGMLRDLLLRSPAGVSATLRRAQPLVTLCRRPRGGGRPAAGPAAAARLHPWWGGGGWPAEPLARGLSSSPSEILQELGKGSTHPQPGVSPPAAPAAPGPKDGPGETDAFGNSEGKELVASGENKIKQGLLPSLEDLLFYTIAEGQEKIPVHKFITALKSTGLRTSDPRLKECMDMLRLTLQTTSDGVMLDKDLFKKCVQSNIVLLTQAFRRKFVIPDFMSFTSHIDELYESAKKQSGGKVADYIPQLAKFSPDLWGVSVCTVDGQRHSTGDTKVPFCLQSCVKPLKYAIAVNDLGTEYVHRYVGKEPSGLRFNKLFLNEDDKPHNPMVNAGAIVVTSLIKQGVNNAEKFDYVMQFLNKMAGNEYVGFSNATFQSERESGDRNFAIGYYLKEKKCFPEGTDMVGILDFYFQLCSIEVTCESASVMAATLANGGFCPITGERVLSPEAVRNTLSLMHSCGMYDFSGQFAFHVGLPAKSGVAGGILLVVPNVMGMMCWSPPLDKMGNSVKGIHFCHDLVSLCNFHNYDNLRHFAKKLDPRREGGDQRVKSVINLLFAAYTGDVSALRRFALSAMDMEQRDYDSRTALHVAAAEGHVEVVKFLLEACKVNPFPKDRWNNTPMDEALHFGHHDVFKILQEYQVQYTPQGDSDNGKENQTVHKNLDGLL
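hKGA in 45 mM KH2PO4 pH 8.2, 0.02% Tween-20 with pin-transferred compounds; 1 mM L-glutamine (stock) plus glutamate oxidase/HRP/Amplex Red coupling added. Fluorescence read initially and after 30 min at RT.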
BAZ2B inh: BAZ2B (human) inhibition; 360,000 compounds, 4.4% hits; AlphaScreen BAZ2B-H3K14Ac peptide displacement; AID 504333; Q9UIF8; Potency, µM (titrated, usually from 114 µM), for the others: at the highest dose activity change, negative = inhibition, usual class: inhibitors; also: potency is read from the fitted curve at half-maximal effect; % is scaled to controls: 0 for no effect and ±100 for the full control effect; nearly all actives have a fitted effect of over 60% in size
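AlphaScreen luminescence quantifies BAZ2B engagement of H3K14Ac peptide; the protein and biotinylated peptide are both at 50 nM final, buffer PBS pH 7.4 with 0.01% Tween-20, all steps at room temperature.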
Pol eta inh: inhibitors of human DNA polymerase eta | 390,000 compounds, 1.2% hits | Potency, µM (top dose mostly 114 µM), inactives show top-dose activity change, negative = inhibition, hits mostly inhibitors | recombinant Pol eta, fluorescent DNA replication assay | AID 588591; also: potency is read from the fitted curve at half-maximal effect; % is scaled to controls: 0 for no effect and ±100 for the full control effect
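Pol eta (10 nM) was preincubated with compounds for 15 min at room temperature, after which fluorescent replication substrate (50 nM final) was added to start the reaction. Fluorescence was read kinetically at 0 and 10 min.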
Pin1 inhibitor: human Pin1 inhibition; Q13526; Pin1 FP peptide displacement, HiFluor488, 10 min; Potency, µM (titrated, usually from 115 µM), for the others: at the highest dose activity, negative = inhibition, most hits filed as inhibitors; 390,000 compounds, 0.009% hits; AID 504891; active = well fitted inhibition curve with a large enough effect in the polarisation, with a control signal flat, not every such curve was filed as active; inconclusive = small, poorly fitted or top-dose-only effect, or effect the other way, or a change in a side signal; inactive = no such curve, though single readings can be large or run the other way; the % refers to the polarisation; also: potency is read from the fitted curve at half-maximal effect; % is scaled to controls: 0 for no effect and ±100 for the full control effect
Target sequence (Q13526 whole entry, looked up): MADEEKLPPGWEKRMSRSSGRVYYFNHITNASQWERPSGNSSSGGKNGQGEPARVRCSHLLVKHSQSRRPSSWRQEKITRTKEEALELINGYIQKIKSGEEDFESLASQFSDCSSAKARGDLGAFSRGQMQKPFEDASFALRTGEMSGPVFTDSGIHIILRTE
PI4K2A inh: PI4K2A (human) kinase inhibition | Q9BTU6 | purified PI4K2A, ADP-Glo luminescence, 1 h; active compounds read low | activity change, negative = inhibition, % at 76.9 µM | 420,000 compounds, 0.13% hits; in the data active = activity change below about -50%; inconclusive = mostly about -30% to -49%;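 also: -100% = wells without enzyme as full effect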
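PI4K2A activity was measured by ADP-Glo luminescence: enzyme (4 ug/mL stock) and phosphatidylinositol (1.2 mM stock) in Tris pH 7.5/MgCl2/EGTA/Triton X-100 buffer were reacted with ATP (300 microM stock) for one hour at ambient temperature.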
HP1b binding inh: inhibitors of HP1-beta chromodomain binding to methylated histone tails | AlphaScreen HP1-beta / biotin-H3K9me3 peptide binding | Potency, µM (doses to about 114 µM), without a hit: at the top dose activity change, negative = inhibition, hits mostly inhibitors | 390,000 compounds, 0.56% hits; also: potency is read from the fitted curve at half-maximal effect; nearly all actives have a fitted effect of over 70% in size; inactives centre near 23
Target sequence (P83916 whole entry, looked up): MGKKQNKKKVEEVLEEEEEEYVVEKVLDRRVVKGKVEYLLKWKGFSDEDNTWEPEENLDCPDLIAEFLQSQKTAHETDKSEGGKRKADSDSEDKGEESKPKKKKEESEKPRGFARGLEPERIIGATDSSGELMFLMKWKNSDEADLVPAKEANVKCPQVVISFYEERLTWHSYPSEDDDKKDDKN
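HP1-beta protein (50 nM final) preincubated 30 min at room temperature with biotinylated H3(1-18)K9me3 peptide (50 nM) in PBS pH 7.4, 0.01% Tween-20, then compound added for 30 min. AlphaScreen streptavidin donor/nickel chelate acceptor beads (10 ug/mL final), 30 min dark, luminescence read.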
G9a inh: inhibitors of human histone lysine methyltransferase G9a; Q96KQ7; G9a H3K9 monomethylation, AlphaScreen, 2 h; Potency, µM (series often up to 102 µM), inactives show at the top dose activity, negative = inhibition, hits mostly inhibitors; 350,000 compounds, 8.8% hits; AID 504332; also: potency is read from the fitted curve at half-maximal effect; % is scaled to controls: 0 for no effect and ±100 for the full control effect; nearly all actives have a fitted effect of over 75% in size
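G9a (20 nM) preincubated 15 min RT with compounds, then 500 nM biotinylated H3K9 peptide and 20 uM SAM added; 2 h RT reaction. Monomethyl-H3K9 product detected by AlphaScreen with anti-H3K9me1 antibody, streptavidin donor and anti-rabbit IgG acceptor beads.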
JMJD2A Tudor inh: JMJD2A Tudor domain (human) inhibition; O75164; AlphaScreen JMJD2A-Tudor / H3K4me3 peptide binding; Potency, µM (doses to about 114 µM), inactives show at the highest dose activity change, negative = inhibition, hits mostly inhibitors; 390,000 compounds, 4.4% hits; AID 504339; also: potency is read from the fitted curve at half-maximal effect; % is scaled to controls: 0 for no effect and ±100 for the full control effect; nearly all actives have a fitted effect of over 50% in size
Tb PGK inh: blocks T. brucei phosphoglycerate kinase; Potency, µM (top dose mostly 57.5 µM), without a hit: at the top dose activity change, negative = inhibition, hits mostly inhibitors; PGK/GAPDH coupled, Kinase-Glo luminescence, 60 min; AID 602233; 380,000 compounds, 0.043% hits; P07378; also: potency is read from the fitted curve at half-maximal effect; % is scaled to controls: 0 for no effect and ±100 for the full control effect; nearly all actives have a fitted effect of over 60% in size
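Recombinant glycosomal PGK reaction used 1,3-bisphosphoglycerate generated in-well by GAPDH (100nM final) in 100mM TEA pH 7.6, 5mM MgCl2, 0.01% Tween-20. After 60 minutes at room temperature, ATP was read by Kinase-Glo Plus luminescence end-point.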
The depositor's hits bear a star; i = inactive; ? = inconclusive; / = not tested or not shown; [ ] = dose if it differs, or a comment. Unless noted, calls follow the shape of the dose curve; as a rule, active = well fitted curve in the direction sought with a large enough effect; inconclusive = small, poorly fitted or top-dose-only effect, or another doubt; inactive = no such curve, though single readings can be large; an effect the other way counts as inactive or inconclusive. A portion of the library (hit frequency here may not be typical).

No.	canonical_smiles	Tb PGK inh	GLS inhibitor	BAZ2B inh	Pol eta inh	JMJD2A Tudor inh
1	Cc1cccc(N2CCN(C(=O)CS(=O)(=O)c3cccc4nsnc34)CC2C)c1 (stereo not drawn)	-3%	12%	-17%	0%	-26%
2	Cc1ccccc1N(C)C(=O)C1CCCN(c2ncnc3c2nc2n3CCCCC2)C1 (stereo not drawn)	-9%	-19%	-24%	-10%	-4%
3	CCOC(=O)c1cc(-c2ccccc2)n(-c2cccc(C(=O)Nc3cccc(SC)c3)c2)c1C	-2%	-24%	-22%	3%	-32%
4	C#CCNC(=O)C1=C[C@H](c2ccc(C(F)(F)F)cc2)[C@@H](CCCO)[C@H](OCC)O1	5%	-4%	0%	-25%	-1%
5	CC(NC(=O)COc1ccccc1F)C1CC2CCC1C2 (stereo not drawn)	3%	2%	3%	-17%	7%
6	COc1nc(NCCc2ccc(OC)c(OC)c2)nc(Nc2ccccc2)n1	1%	1%	?	-5%	-33%
7	Cc1ccc(C(=O)Nc2nn(C)c3cccc(F)c23)cc1	1%	2%	-24%	4%	-6%
8	CC(=O)Nc1ccc(N(C(=O)c2ccco2)C(C(=O)NC2CCCC2)c2ccncc2)cc1 (stereo not drawn)	-3%	-1%	0%	-15%	-14%

No.	PI4K2A inh	Pin1 inhibitor	HP1b binding inh	G9a inh
1	4	2%	5%[57 µM]	4%[59 µM]
2	6	3%	19%	18%
3	-7	30%	19%	-28%[59 µM]
4	-1	?	30%	11%[12.7 µM]
5	1	-2%	27%	0%
6	4	2%	-8%	?
7	2	2%	9%	?
8	2	-2%	37%	0%

(next part)
No.	canonical_smiles	Tb PGK inh	GLS inhibitor	BAZ2B inh	Pol eta inh	JMJD2A Tudor inh
9	N=c1c2c3c(sc2ncn1Cc1ccccc1)CCCC3	-8%	-15%	3%	-17%	-7%
10	COc1cc(OC)c(NC(=O)c2cc(CN3CCOCC3)on2)cc1Cl	-3%	0%	-7%	-22%	-22%
11	O=C(c1cn(Cc2ccccc2)nc1-c1ccccc1)N1CCN(c2ccccn2)CC1	i	3%	-1%	-7%	-29%
12	CCCC(C(=O)NCCC(C)C)N(Cc1ccccc1Cl)C(=O)c1snc(C(N)=O)c1N (stereo not drawn)	1%	0%	5%	-14%	-10%
13	NC(N)=N/N=C/c1ccc(OS(=O)(=O)c2ccccc2)cc1	/	18%	-25%	-7%	-26%
14	Cc1ccc(S(=O)(=O)NCC2NCCc3ccccc32)cc1 (stereo not drawn)	-7%	16%	/	-4%	?
15	N#Cc1ncc(-c2ccc3c(c2)OCCOCCOCCOCCOCCO3)nc1C#N	-4%	11%	2%	-13%	-3%
16	COc1ccc(C(=O)NCCC2=CCCCC2)cc1S(=O)(=O)N1CCOCC1	6%	3%	10%	-9%	-4%

No.	PI4K2A inh	Pin1 inhibitor	HP1b binding inh	G9a inh
9	-3	-1%	31%	-1%[59 µM]
10	2	-4%	?	8%[59 µM]
11	-1	-6%	14%	-2%[2.33 µM]
12	-1	1%	14%	22%
13	-1	1%	20%	1%[59 µM]
14	-25	-2%	-7%	?
15	-2	5%	37%	-9%[59 µM]
16	-2	0%	24%	10%[0.501 µM]

(cont.)
No.	canonical_smiles	Tb PGK inh	GLS inhibitor	BAZ2B inh	Pol eta inh	JMJD2A Tudor inh
17	COc1ccc(C(=O)Nc2nc3nc(C)c(Cl)c(=O)n3[nH]2)cc1	-9%	7%	-9%	14%	-11%
18	Cc1nnc(SC(=O)N2c3ccccc3Sc3ccccc32)s1	/	4%	1%	?	-22%
19	CCCCCCCN1C(Nc2ccccc2)=NC[C@@H]1Cc1ccccc1	-3%	0%	1%	-19%	-33%
20	ClC1(Cl)CC1Cn1cnc2ccccc21 (stereo not drawn)	6%	3%	-14%	-12%	-1%
21	Cc1csc(SCCn2c(Br)nc3c2c(=O)[nH]c(=O)n3C)n1	/	0%	5%	-7%	-23%
22	Cn1ncc(C(=O)N2CCN(c3ccccc3F)CC2)c1C1CCN(C(=O)OC(C)(C)C)CC1	2%	-5%	10%[57.1 µM]	-16%	-18%
23	COc1cc(NS(=O)(=O)c2ccc(NC(=S)NC(=O)c3ccc(Br)cc3)cc2)ncn1	-10%	34%[activator]	-22%	-6%	12%
24	CCC[C@H]1CC(=O)C=C(c2ccsc2)ON1C(=O)OC(C)(C)C	i	-2%	/	-5%	18%

No.	PI4K2A inh	Pin1 inhibitor	HP1b binding inh	G9a inh
17	-4	?	20%	-1%[59 µM]
18	29	6%	11%	?
19	1	3%	18%	/
20	3	6%	32%	6%
21	4	0%	17%	15%[59 µM]
22	-2	-7%	4%	-4%[59 µM]
23	1	-1%	85%[activator]	-68%
24	-3	11%	99%[activator]	/

(next part)
No.	canonical_smiles	Tb PGK inh	GLS inhibitor	BAZ2B inh	Pol eta inh	JMJD2A Tudor inh
25	c1ccc2c(Nc3ccc4c(c3)OCCO4)c3c(nc2c1)CCC3	/	-1%	?	-3%	?
26	CCOc1ccccc1NC(=O)NC(CC)c1c(-n2cccc2)sc2c1CCN(C)C2 (stereo not drawn)	6%	-6%	-23%	-4%	-32%
27	COc1ccc(C)cc1NC(=O)CN(c1ccccc1)S(=O)(=O)N(C)C	-6%	9%	-17%	-11%	-16%
28	Cc1ccc(SCC(=O)Nc2ccc(N3CCOCC3)cc2)cc1C	2%	18%	15%	-7%	-13%
29	CCOC(=O)c1c(NC(=S)N2CCN(C)CC2)sc2c1CCN(C(=O)OCC)C2	10%	4%	?	-30%	?
30	CC1(c2cc([N+](=O)[O-])cc([N+](=O)[O-])c2)CC(C)(C)N(C(=O)c2ccccc2)c2ccccc21 (stereo not drawn)	15%	5%	?	1%	?
31	O=c1cc[nH]c2ccc([N+](=O)[O-])cc12	-4%	-20%	-17%	-1%	-4%
32	CCOc1ccc(NC(=O)NC(C)c2c(-n3cccc3)sc(C)c2C)cc1 (stereo not drawn)	/	5%	-35%	/	-18%

No.	PI4K2A inh	Pin1 inhibitor	HP1b binding inh	G9a inh
25	-4	2%	4%	-13%[59 µM]
26	3	35%[activator]	6%	?
27	-3	1%	26%	8%[59 µM]
28	-8	-2%	26%	?
29	3	?	-12%	?
30	1	?	-26%	?
31	-4	1%	28%	?
32	2	11%	-8%	-26%[59 µM]

Exported in transposed form: entries from further up.
3: CCOC(=O)c1cc(-c2ccccc2)n(-c2cccc(C(=O)Nc3cccc(SC)c3)c2)c1C
4: C#CCNC(=O)C1=C[C@H](c2ccc(C(F)(F)F)cc2)[C@@H](CCCO)[C@H](OCC)O1

assay / compound	3	4
Tb PGK inh	-2%	5%
GLS inhibitor	-24%	-4%
BAZ2B inh	-22%	0%
Pol eta inh	3%	-25%
JMJD2A Tudor inh	-32%	-1%
PI4K2A inh	-7	-1
Pin1 inhibitor	30%	?
HP1b binding inh	19%	30%
G9a inh	-28%[59 µM]	11%[12.7 µM]

The listing picks up, starting 2 compounds before the break.
No.	canonical_smiles	Tb PGK inh	GLS inhibitor	BAZ2B inh	Pol eta inh	JMJD2A Tudor inh
31	O=c1cc[nH]c2ccc([N+](=O)[O-])cc12	-4%	-20%	-17%	-1%	-4%
32	CCOc1ccc(NC(=O)NC(C)c2c(-n3cccc3)sc(C)c2C)cc1 (stereo not drawn)	/	5%	-35%	/	-18%
33	COc1ccccc1NC(=O)Cc1noc(CN(C)Cc2cccs2)n1	i	-2%	-16%	-12%	-20%
34	Cc1cc(-c2nnc(CCC(=O)NC(C)c3ccccc3Cl)o2)no1 (stereo not drawn)	-3%	0%	/	-19%	-11%
35	COc1ccccc1N1CCN(C(=O)c2cc(N3C(=O)C4C5CCC(C5)C4C3=O)ccc2Cl)CC1 (stereo not drawn)	-5%	1%	-5%	-7%	-12%
36	Cc1ccc2nc(COc3ccccc3NC(=O)c3ccccc3C)cc(=O)n2c1	-15%	-12%	4%	-17%	-8%
37	Cc1cc(C)n(CC(=O)N/N=C/c2cccs2)n1	0%	4%	-32%	-17%	-2%
38	CN(C)S(=O)(=O)N1CCC(n2nccc2NC(=O)CCc2ccccc2)CC1	7%	21%	-12%	0%	-18%
39	Cc1[nH]c(C)c(S(=O)(=O)NCc2ccc(Cl)cc2)c1C(=O)N1CCCC1	-1%	-10%	-8%	-17%	-4%
40	COc1cccc(NC(=O)c2ccc(C(=O)c3ccccc3)o2)c1	i	-1%	-26%	-16%	-18%
41	Cc1cccc(NC(=O)CN(CC2CCCO2)C(=O)c2oc3ccccc3c2C)c1C (stereo not drawn)	i	0%	-6%	-11%	-13%
42	COc1cccc(NC(=O)CC2NCCNC2=O)c1 (stereo not drawn)	-2%	1%	5%	-6%	-14%
43	COc1cc2ccccc2cc1C(=O)Nc1ccccc1N1CCN(S(C)(=O)=O)CC1	-7%	1%	2%	-22%	-12%

No.	PI4K2A inh	Pin1 inhibitor	HP1b binding inh	G9a inh
31	-4	1%	28%	?
32	2	11%	-8%	-26%[59 µM]
33	-2	-2%	60%[activator]	-25%[12.7 µM]
34	-3	1%	36%	-45%
35	-2	1%	27%	-37%
36	-2	-9%	22%[57 µM]	7%[59 µM]
37	1	-6%	49%[activator]	4%[59 µM]
38	4	-8%	11%[57 µM]	/
39	-1	-1%	23%	1%
40	-5	5%	34%	-6%
41	3	-1%	28%	?
42	-1	7%	18%	6%[59 µM]
43	3	0%	38%	-1%[59 µM]
